ATXN viability: cell viability loss in ATXN counter-screen | S2 cells (HEK-293 line with an ATXN2-luciferase reporter) viability, CellTiter-Fluor protease fluorescence, 24 h | Potency, µM (doses to about 56.7 µM), most hits filed as cytotoxic | hit rate 0.49% among 400,000; further: potency means the concentration at half of the fitted maximal effect; nearly all actives have a fitted effect of over 40% in size
A549 tox: counter-screen for Nrf2 inhibitors: cytotoxicity in A549 cells. A549 ARE-Fluc cells, CellTiter-Fluor viability, 18-24 h. Potency, µM (series often up to 46 µM), for the others: at the highest dose activity change, negative = cytotoxicity, hits mostly inhibitors. hit rate 0.16% among 390,000; further: potency means the concentration at half of the fitted maximal effect; on the % scale 0 is the no-effect control and ±100 the full control effect
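Cytotoxicity counterscreen: CellTiter-Fluor fluorescence was measured in A549 ARE_Fluc cells after 18-24 h of compound exposure in a concentration series. The subsequent BugLite luminescent read reports ARE-luciferase activity.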
HepG2 tox: kills HepG2 cells in TGF-b inhibitor counter-screen. HepG2 CAGA-GFP viability, ATP luminescence, 18 h. Potency, µM (top dose mostly 46.1 µM), for the others: at the highest dose activity change, negative = cytotoxicity, actives largely listed as cytotoxic. hit rate 0.76% among 410,000; further: potency means the concentration at half of the fitted maximal effect; some results filed as inactive show a strong effect at the top dose
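HepG2 CAGA-GFP cells (1000/well, DMEM with 1% FBS) received compound, then TGF-beta at 500 pg/mL final, and were incubated 18 hours at 37 degrees C. Viability was read by CellTiter-Glo luminescence. Media-only wells were set as complete cell-killing and DMSO as no toxicity.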
pAkt inh: inhibitors of Akt phosphorylation; Neuro2A IGF-stimulated pAkt S473 HTRF, 20 min; hits give low values; hit rate 0.32% among 360,000; AID 651550; activity change, % for hits at 50 µM; in the data active means activity change below about -80%; inconclusive means mostly about -51% to -80%; further: on the % scale 0 is the no-effect control and ±100 the full control effect
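Neuro2A cells (4,500/well, DMEM with 0.5% FBS) were treated with compound at a single 50 µM final concentration, stimulated with 6 nM IGF for 20 min at 37 °C, and lysed. Phospho-Akt Ser473 was read by HTRF as 665/615 ratio ×10^4.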
Mm-Cpn inhibitor: blocks the Methanococcus maripaludis chaperonin Mm-Cpn; hit rate 0.031% among 330,000; purified Mm-Cpn ATPase, ADP Transcreener TR-FRET; AID 504842; Potency, µM (titrated, usually from 76.9 µM), without a hit: at the highest dose activity, negative = inhibition, hits mostly inhibitors; further: potency means the concentration at half of the fitted maximal effect; on the % scale 0 is the no-effect control and ±100 the full control effect; nearly all actives have a fitted effect of over 80% in size
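Reaction buffer contained 30 mM Tris pH 7.4, 100 mM KCl, 5 mM MgCl2 and 1 mM DTT. Mm-CPN (25 nM final) hydrolysed 10 uM ATP over 30 min at 37°C; ADP was read by HTRF.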
Nrf2 inh: blocks Nrf2 signaling | A549 ARE-Fluc reporter, luciferase luminescence, 18-24 h | hit rate 2.1% among 360,000 | AID 504444 | Potency, µM (highest dose often 46 µM), for inactives: top-dose activity change, negative = inhibition, actives largely listed as inhibitors; further: potency means the concentration at half of the fitted maximal effect; on the % scale 0 is the no-effect control and ±100 the full control effect; nearly all actives have a fitted effect of over 60% in size
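Quantitative HTS in A549 cells stably bearing an antioxidant response element-firefly luciferase construct. Inhibition of Nrf2-driven transcription was scored by luminescence after 18-24 h of compound exposure at 37 °C.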
Nrf2 activator: activators of Nrf2 (ARE) signaling; AREc32 ARE-luciferase reporter (MCF7-derived line), luminescence, 24 h; Potency, µM (titrated, usually from 46.1 µM), for inactives: at the highest dose activation, most hits filed as activators; hit rate 0.31% among 410,000; further: potency means the concentration at half of the fitted maximal effect; % of control where 0% means no effect; nearly all actives have a fitted effect of over 65% in size
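Steps: seed AREc32_Fluc cells (1000/well, 5% FBS OPTI-MEM); incubate overnight at 37 deg C; add 23 nL compound; incubate 24 hr; add Steady-Glo; hold 30 min RT; read luminescence.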
TGFb SMAD3 inh: inhibitors of TGF-b signaling | HepG2 CAGA-GFP TGF-b/SMAD3 reporter, GFP fluorescence, 18 h; TGF-beta stimulated, 500 pg/mL final | Potency, µM (top dose mostly 46.1 µM), for the others: at the top dose activity, negative = inhibition, most hits filed as inhibitors | hit rate 1.2% among 410,000; further: potency means the concentration at half of the fitted maximal effect; on the % scale 0 is the no-effect control and ±100 the full control effect; nearly all actives have a fitted effect of over 65% in size
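Per well, imaged GFP fluorescence of HEPG2 CAGA-GFP cells gives the signal; cells get compound, then TGF-beta (500 pg/mL final), 18 h at 37 degrees C; %Activity versus -TGF-beta and +DMSO controls.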
CCT modulator: modulators of cytosolic chaperonin (CCT/TRiC) activity. activity change, % (test concentration not listed), hits read low. hit rate 0.3% among 360,000. purified chaperonin ATPase assay, HTRF ADP detection, 30 min; in the data active means activity change below about -30%; further: on the % scale 0 is the no-effect control and ±100 the full control effect
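First, chaperonin was dispensed at 40 nM or 20 nM final depending on batch activity. Next, compounds were pinned at 76 uM and ATP added at 10 uM. After 30 min at 37 °C, ADP detection reagents ran 30 min at ambient temperature.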
The depositor's hits bear a star; i = inactive; ? = inconclusive; / = not tested or not shown; [ ] = another dose, or the depositor's remark. Unless noted, the call rests on the fitted dose curve; in most records, active means well fitted curve in the direction sought with a large enough effect; inconclusive means small, poorly fitted or top-dose-only effect, or another doubt; inactive means no such curve, though single readings can be large; an effect the other way counts as inactive or inconclusive.

| molecule | ATXN viability | A549 tox | HepG2 tox | pAkt inh | Mm-Cpn inhibitor | Nrf2 inh | Nrf2 activator | TGFb SMAD3 inh | CCT modulator |
| --- | --- | --- | --- | --- | --- | --- | --- | --- | --- |
| CSc1ncc2c(=O)[nH]c(-c3ccccc3)nc2n1 | i | 1% | -8% | i | 0% | ? | 7.2% | -9% | 0.9 |
| CCC(=O)c1ccc(N2CCN(C(=O)c3ccc(F)cc3)CC2)c(F)c1 | i | 1% | -2% | i | -1% | -3% | -0.6% | -26% | -3.1 |
| Cc1ccccc1-c1nnc(Cc2ccccc2)o1 | i | 0% | -2% | i | 1% | ? | 5.5% | -4% | 0.9 |
| Cc1ccc(NC(=O)c2c(C(F)(F)F)nn(C)c2Cl)cc1C | i | -17% | -20% | i | -1% | -13% | 0.1% | -4% | -3.2 |
| O=C(CN(C1CCCCC1)S(=O)(=O)c1ccc(F)cc1)NCCCO | i | -3%[1.84 µM] | 3% | i | 2% | -12% | -0.9% | ? | -1.4 |
| COC(=O)[C@H](Cc1c[nH]c2ccccc12)NC(=O)NCc1ccc(OC)c(OC)c1 | i | 11% | -56% | i | -4% | -4% | 0.0% | -19% | -6.8 |
| COC(=O)c1sc(NC(=O)CSc2n[nH]c(N)n2)c(C(=O)OC)c1C | i | 8% | -22% | i | 1% | -30% | -0.4% | -5% | -1.6 |
| O=C(c1coc2ccc(O)cc12)C1CC1 | i | -8% | -7% | i | 1% | -11% | 2.5% | -14% | -2.7 |
| CC1(C)CC(=O)C2=C(C1)N=C1SCCC(=O)N1C2c1ccc(C(F)(F)F)cc1 (configuration not stated) | i | -1% | -30% | i | -1% | -24% | 0.8% | -29% | 2.3 |
| CCn1cc(/C=N/NS(=O)(=O)c2ccc(C)cc2)c(C)n1 | i | 5% | -7% | i | 1% | 2% | 1.7% | -10% | 0.4 |
| COc1cccc(NC(=O)c2ccc(NS(=O)(=O)c3cccs3)cc2)c1 | i | -4% | 0% | i | -2% | 4% | 0.1% | -2% | 1.2 |
| Cc1cnc(C(=O)OCc2ccc(COC(=O)c3cnc(C)cn3)cc2)cn1 | i | 0% | 6% | i | -1% | 7% | -0.7% | -10% | -4.7 |
| CSCCC(NS(=O)(=O)c1ccc(C)cc1)C(=O)N1CCCCCCC1 (configuration not stated) | i | -8% | 0% | i | -4% | 8% | 0.2% | 14% | 1.2 |
| Cc1ccccc1C(=O)Nc1ccc(C(=O)N/N=C/c2ccncc2)cc1 | i | 1% | -7% | i | -2% | ? | 0.2% | 1% | -4.4 |
| CC(C)(C)c1cc(C(=O)N/N=C/c2cc3c(cc2Br)OCO3)n[nH]1 | i | -16% | -13% | i | -4% | -2% | 2.9% | 12% | -1.0 |
| Cc1[nH]n(-c2ccccc2)c(=O)c1N=Nc1ccc2c(c1)OCCO2 | i | -11% | -2% | i | 1% | ? | 15% | -17% | -0.2 |
| CCSc1nc(-c2ccccc2)nc2c1Cc1c(CO)cnc(C)c1O2 | / | 13% | 9% | / | / | 20% | 7.2% | 6% | / |
| CNC(=S)N1CCN(CCNC2=CC(=O)CC(C)(C)C2)CC1 | i | 2% | 7% | i | 1% | -3% | -0.1% | 16% | 0.0 |
| CN(C(=O)CC(NC(=O)c1ccccc1Cl)c1ccccc1)c1ccccc1 (configuration not stated) | i | -3% | -16% | i | 2% | -3% | -1.2% | -2% | 1.0 |
| Cc1ccc(C)c(NC(=O)Cn2cc(S(=O)(=O)Cc3cccc(Cl)c3)c3ccccc32)c1 | / | -4% | -7% | / | / | -4% | -0.1% | 0% | / |
| O=C(c1ccc([N+](=O)[O-])cc1[N+](=O)[O-])N1CCN(C(=O)C2CCCO2)CC1 (configuration not stated) | i | 3% | -33% | i | 1% | 9% | -0.8% | -20% | -2.9 |
| COc1ccccc1OC(=O)CN1C(=O)c2ccccc2C1=O | i | 2% | -8% | i | 0% | / | -0.5% | 6% | -2.1 |
| CC1(C(=O)NC2CCCC2)CCN1C(=O)Cc1ccc(-c2ccccc2)cc1 (configuration not stated) | i | / | -25% | i | / | / | 0.5% | -11% | -0.3 |
| CC(C)(C)C(=O)CSc1nnc(-c2cccs2)n1CC1CCCO1 (configuration not stated) | i | -3% | -1% | i | 1% | / | -0.2% | -1% | -0.3 |
| CCCCNC(=O)CCCCCn1c(=O)[nH]c2cc(C(=O)OC)ccc2c1=O | i | 1% | -22% | i | -4% | 9% | -0.3% | -6% | -4.4 |
| COCCNc1nc(SCc2ccccc2)nc2sc3c(c12)CCC3 | i | -1% | 7% | i | 1% | -27% | 0.1% | -7% | 2.1 |
| Cc1cccc2c1OCC/C2=N\NC(=O)COc1ccccc1Cl | i | -1% | -18% | i | 0% | / | 0.0% | 0% | 0.7 |
| Cc1c(C(=O)Nc2ccc(Br)cc2)cnn1C | i | -6% | -59% | i | 0% | ? | 4.5% | 7% | 0.6 |
| COc1ccc(CN2C(=O)c3cccnc3C2=O)cc1S(=O)(=O)NC1CCCCC1 | i | 1% | 4% | / | 1% | 7% | 0.1% | -6% | 1.3 |
| CCOC(=O)C1=C(CS(=O)(=O)c2ccccc2)NC(=O)NC1c1ccc(OC)c(OC)c1 (configuration not stated) | i | -1% | 1% | i | 0% | -13% | -1.1% | -4% | -0.9 |

By substructure: the entries above with bromine
| molecule | ATXN viability | A549 tox | HepG2 tox | pAkt inh | Mm-Cpn inhibitor | Nrf2 inh | Nrf2 activator | TGFb SMAD3 inh | CCT modulator |
| --- | --- | --- | --- | --- | --- | --- | --- | --- | --- |
| CC(C)(C)c1cc(C(=O)N/N=C/c2cc3c(cc2Br)OCO3)n[nH]1 | i | -16% | -13% | i | -4% | -2% | 2.9% | 12% | -1.0 |
| Cc1c(C(=O)Nc2ccc(Br)cc2)cnn1C | i | -6% | -59% | i | 0% | ? | 4.5% | 7% | 0.6 |

Next section
| molecule | ATXN viability | A549 tox | HepG2 tox | pAkt inh | Mm-Cpn inhibitor | Nrf2 inh | Nrf2 activator | TGFb SMAD3 inh | CCT modulator |
| --- | --- | --- | --- | --- | --- | --- | --- | --- | --- |
| COc1ccc(CCNC(=O)CCC2COc3ccccc3O2)cc1OC (configuration not stated) | i | 12% | -12% | i | 0% | 5% | 0.4% | 24% | -2.6 |
| CC1CC(=O)N(CC(=O)NCc2ccccc2)c2ccccc2S1(=O)=O (configuration not stated) | i | 1% | -5% | i | -1% | -6% | 0.0% | 14% | 1.3 |
| Cc1ccc(/C=N/n2c(C3CCCCC3)n[nH]c2=S)cc1 | i | 3% | 1% | i | 0% | 0% | -0.8% | -11% | 0.2 |
| CNc1nc2c(N)ncnc2n1[C@H]1O[C@@H](CO)[C@H](O)[C@@H]1O | i | ? | -18% | i | -1% | ? | 0.1% | -7% | -1.8 |
| CC1=C(C#N)C(Nc2ccc(Cl)cn2)(C(F)(F)F)C(=O)N1 (configuration not stated) | i | / | -8% | i | 2% | 6% | -0.5% | 9% | -0.4 |
| Cc1ccc(S(=O)(=O)N(C)CC(=O)OCC(=O)N2CC(=O)Nc3ccccc32)cc1 | i | -3% | 7% | i | 1% | 1% | 0.2% | 21% | 1.0 |
| CC(NC1c2ccccc2-c2ccccc21)c1ccccc1 (configuration not stated) | i | 0% | -8% | i | -1% | -10% | -0.5% | -1% | 1.8 |
| CCN1C(=O)NC(c2ccc(Cl)cc2)C2=C1CCCC2=O (configuration not stated) | i | -2% | -4% | i | 0% | -6% | -0.5% | 0% | 0.5 |
| CN(/N=C\c1ccc(O)c(O)c1)c1nc(-c2ccccc2)cc(-c2ccccc2)n1 | i | 1% | -4% | i | 0% | 1% | 7.9% | ? | 1.2 |
| COc1ccc(OCC2c3cc(OC)c(OC)cc3CCN2C(=O)C(C)C)cc1 (configuration not stated) | i | 0% | -2% | i | 1% | -19% | 0.8% | -6% | 0.1 |
| CC1(C)c2[nH]c3ccccc3c2C[C@@H]2C(=O)N(Cc3ccco3)C(=O)N21 | i | -5% | -2% | / | / | -4% | 5.0% | -32% | / |
| CCCc1nc(-c2cc3ccc(C)cc3[nH]c2=O)no1 | i | -7% | -2% | i | 0% | 15% | -0.4% | -5% | -1.2 |
| Cc1cccc(N2C(=O)CC(Sc3nc(C)c4c(n3)CCCC4)C2=O)c1 (configuration not stated) | i | 12% | 1% | / | -1% | / | -0.4% | 1% | -1.8 |
| NNC(=O)c1ccc2[nH]c3c(c2c1)CCCC3 | i | -12% | -33% | i | 2% | ? | -0.2% | -5% | 1.9 |
| Cc1ccc(CS(=O)Cc2ccc(C(=O)N3CCN(c4ccccc4)CC3)o2)cc1 (configuration not stated) | i | -13% | -14% | i | 0% | -22% | 0.2% | -25% | -3.3 |
| COC(=O)CSCC(=O)Nc1nnc(-c2cccc(C)c2)s1 | ? | 1% | -2% | i | -3% | -9% | -0.1% | 2% | 1.0 |
| COc1ccc(/C=C/C(=O)N2CCN(c3ccccn3)CC2)cc1 | i | 4% | -22% | i | -3% | -3% | 2.1% | -2% | 1.5 |
| O=C(Nc1cc(Cl)ccc1Cl)c1ccc2c(c1)N(Cc1cccc(Cl)c1)C(=O)c1ccccc1S2=O (configuration not stated) | i | -1% | 5% | / | / | / | 4.5% | -6% | / |
| CC(C)(C)c1ccc(NC(=O)CON=C(N)c2ccccc2)cc1 | i | 2% | -32% | i | -4% | 2% | 1.8% | -3% | -1.1 |
| CCOC(=O)c1ccccc1NC(=O)COC(=O)CCC(=O)c1ccccc1 | i | 8% | 5% | i | -2% | 9% | -0.4% | 3% | 0.7 |
| O=C(CNc1cccc2ccccc12)c1ccc([N+](=O)[O-])cc1 | i | -1% | 13% | i | 4% | 10% | 0.8% | ? | -1.0 |
| COc1cc(NC(=O)CN2CCN(c3ccccc3F)CC2)c(C)cc1[N+](=O)[O-] | i | 14% | -6% | i | -2% | 16% | -0.7% | 2% | 0.5 |
| O=C1NC2(CCCCCC2)C(=O)N1CCS(=O)(=O)Oc1ccccc1 | i | 1% | 2% | i | -1% | 3% | -0.9% | -5% | 2.0 |
